Assay outcomes: PubChem, several laboratories
Mtb RmlCD inh – blocks M. tuberculosis RmlC and RmlD coupled enzymes. RmlC+RmlD coupled enzyme assay, percent inhibition; primary screen in compound mixtures. inhibition, % at 3.6 µM. 160,000 compounds, 0.03% hits; in the data active = inhibition mostly above about 34%, no sharp cut-off; note: some results filed as inactive read as strong as hits
Target sequence (P9WH09 whole entry, looked up): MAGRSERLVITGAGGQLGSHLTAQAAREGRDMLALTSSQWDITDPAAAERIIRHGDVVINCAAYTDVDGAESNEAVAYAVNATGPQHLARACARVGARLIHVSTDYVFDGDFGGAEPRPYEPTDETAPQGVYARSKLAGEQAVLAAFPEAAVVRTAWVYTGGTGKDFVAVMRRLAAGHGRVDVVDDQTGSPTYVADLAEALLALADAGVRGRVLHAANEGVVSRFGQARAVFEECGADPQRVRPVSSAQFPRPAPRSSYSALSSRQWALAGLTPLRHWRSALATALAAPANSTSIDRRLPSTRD
Target sequence (P9WH11 whole entry, looked up): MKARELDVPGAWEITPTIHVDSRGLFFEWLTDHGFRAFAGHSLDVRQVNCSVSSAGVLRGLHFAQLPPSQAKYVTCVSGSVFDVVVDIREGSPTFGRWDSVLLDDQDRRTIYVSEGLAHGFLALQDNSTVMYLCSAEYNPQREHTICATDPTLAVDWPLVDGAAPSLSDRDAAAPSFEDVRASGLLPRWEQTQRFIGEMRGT
M. tuberculosis GlmU – inhibition of mycobacterial GlmU enzyme – biochemical, glucosamine-1-phosphate acetyltransferase (AID 1376) | M. tuberculosis GlmU acetyltransferase enzyme assay; higher % means a stronger effect | one-dose inhibition, %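 (tested at 30 µM in the primary screen)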; IC50 in µM for titrated hits | 220,000 compounds, 0.25% hits; in the data active = inhibition above about 13%;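 note: 0% = complete reaction with vehicle and 100% = reaction without substrate; strong numbers were not always called active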
Numbers without * were called inactive; . = not tested or not shown. Some of the compounds tested; count on the stated rates, not on these rows.

The opening 2 entries as a preview:
SMILES	Mtb RmlCD inh	M. tuberculosis GlmU
COc1cccc(C2CC(c3cccs3)=NN2C(=O)CSc2nc3c(cnn3-c3ccc(F)cc3)c(=O)[nH]2)c1OC (stereo unspecified)	.	-3.1%
CC(=O)c1ccc(OCCN2CCOCC2)cc1	-5.3	1.5%

The list itself, from the first entry:
SMILES	Mtb RmlCD inh	M. tuberculosis GlmU
COc1cccc(C2CC(c3cccs3)=NN2C(=O)CSc2nc3c(cnn3-c3ccc(F)cc3)c(=O)[nH]2)c1OC (stereo unspecified)	.	-3.1%
CC(=O)c1ccc(OCCN2CCOCC2)cc1	-5.3	1.5%
COC(=O)c1c(NC(=S)Nc2ccc(C(=O)N3CCOCC3)cc2)sc2c1CCC2	-2.0	-0.1%
Cn1c(=O)oc2cc(S(=O)(=O)NCCc3ccccc3)ccc21	.	2.7%
O=C(Nn1cnc2ccccc2c1=O)c1ccccc1	6.2	-5.3%
CCn1ccnc1CN1CCCC(CO)(Cc2cccc(OC)c2)C1 (stereo unspecified)	-1.6	-0.1%
O=C(Nc1cccc(-c2cn3ccccc3n2)c1)c1cnccn1	-8.0	-2.9%
Cc1cc(/C=C2\C(=O)NC(=O)N(c3ccc(Cl)cc3)C2=O)c(C)n1C	0.1	-2.3%
CCOC(=O)N1CCN(C(=O)CSCc2nc(-c3ccccc3C)oc2C)CC1	.	1.1%
COc1ccc(/C(C)=N/NC(=O)c2sccc2-n2cccc2)cc1	-11.1	-3.2%

Entries of single compounds from above:
CCOC(=O)N1CCN(C(=O)CSCc2nc(-c3ccccc3C)oc2C)CC1 as listed: Mtb RmlCD inh = .; M. tuberculosis GlmU = 1.1%
CC(=O)c1ccc(OCCN2CCOCC2)cc1 as listed: Mtb RmlCD inh = -5.3; M. tuberculosis GlmU = 1.5%
O=C(Nn1cnc2ccccc2c1=O)c1ccccc1 as listed: Mtb RmlCD inh = 6.2; M. tuberculosis GlmU = -5.3%

More results follow:
SMILES	Mtb RmlCD inh	M. tuberculosis GlmU
COc1ccc(C(C)(C)C)cc1NC(=O)c1ccc2c(c1)SC1=NS(=O)(=O)CCN12	8.4	-0.6%
COc1ccccc1N1CCN(C(=O)C(Sc2ccccc2)c2ccccc2)CC1 (stereo unspecified)	7.8	0.8%
O=C(COc1ccccc1-c1ccccc1)NNC(=O)NC1CCCCC1	.	-1.6%
CC1CCCN(C(C(=O)Nc2ccc3c(c2)OCCO3)c2ccccc2)C1 (stereo unspecified)	9.5	-0.8%
COc1ccc(-c2ccc(-c3nnn(CC(=O)N4CCOCC4)n3)cc2)cc1	13.9	3.1%
CCN(CC)c1ncnc2ccc(Br)cc12	1.7	5.3%
O=C(Nc1cccnc1)c1ccc(Cl)c([N+](=O)[O-])c1	5.4	-2.0%
C=C(C)Cn1c(-c2cccc([N+](=O)[O-])c2)n[nH]c1=S	-1.3	1.4%
COc1ccc(C(=O)CN2C(=O)c3ccccc3C2=O)c(OC)c1C	18.1	6.6%
CCSC(=Nc1ccccc1)C1=C(O)COC1=O	7.2	3.7%
c1ccc(CCSc2nccn2-c2ccccc2)cc1	.	2.7%
COc1ccc(NS(=O)(=O)c2cc(NC(=O)c3cnccn3)ccc2N2CCCC2)cc1	-7.1	-3.3%
CCn1cnc2cc(NCc3cccs3)ccc21	-5.7	-0.5%
Cc1ccccc1C(=O)Nc1ccccn1	-12.0	-7.0%
O=C(Nc1ccccc1-c1ccccc1)c1cc(C(F)(F)F)cc(C(F)(F)F)c1	17.6	-0.6%
COc1ccc(OCCC(=O)c2ccc(OC)cc2)cc1	-4.7	-1.3%
COc1ccc(CNc2cc(NCCCO)c([N+](=O)[O-])c3nonc23)cc1	-13.1	2.9%
CSc1cccc(NC(=O)Nc2nc3c(C)cccc3s2)c1	10.2	-1.0%
CC1CCC(=C(C#N)C(=O)Nc2cccc(Cl)c2)CC1 (stereo unspecified)	10.7	6.2%
CN1CCN(c2ccc(Cl)cc2NC(=O)C2COc3ccccc3O2)CC1 (stereo unspecified)	.	0.7%

A few values from the entries so far:
M. tuberculosis GlmU, COc1ccc(C(=O)CN2C(=O)c3ccccc3C2=O)c(OC)c1C → 6.6%
M. tuberculosis GlmU, O=C(Nc1ccccc1-c1ccccc1)c1cc(C(F)(F)F)cc(C(F)(F)F)c1 → -0.6%
M. tuberculosis GlmU, CN1CCN(c2ccc(Cl)cc2NC(=O)C2COc3ccccc3O2)CC1 (stereo unspecified) → 0.7%
Mtb RmlCD inh, Cc1ccccc1C(=O)Nc1ccccn1 → -12.0

More results.
SMILES	Mtb RmlCD inh	M. tuberculosis GlmU
O=C(Nc1ccc(F)cc1)C1=CC(=O)N2CCN=C2S1	7.3	-4.5%
Cc1cccc(C)c1OCC(=O)Nn1c(=O)[nH]c2ccccc2c1=O	-4.4	2.2%
Cc1ccc(-c2csc(N(CCCN3CCOCC3)C(=O)c3ccco3)n2)cc1	5.3	-7.1%
CC(=O)Nc1cccc(-c2cn3ccccc3n2)c1	-9.5	0.7%
Cc1cc(C)n(C(=O)CCCC(=O)n2nc(C)cc2C)n1	-6.2	1.0%
COC(=O)c1ccc(NC(=O)CN2CCOCC2)cc1	25.8	-4.7%
COc1cc2ccccc2cc1C(=O)NC(=S)Nc1cc(C(=O)O)ccc1C	6.3	7.0%
Cn1nnnc1SCCNCc1ccncc1	15.5	0.7%
Cc1cc(Cl)c(S(=O)(=O)N2CC(C)OC(C)C2)cc1OCC(N)=O (stereo unspecified)	6.5	-6.1%
Cc1[nH]nc(-c2ccc(OCc3cnn(-c4ccccc4)c3)cc2O)c1Oc1ccc(Cl)cc1	-4.4	2.9%
COCCN1C(=O)c2ccccc2C(C(=O)NCCCN2CCCC2=O)C1c1c[nH]c2ccccc12 (stereo unspecified)	28.3	0.5%
CCCn1c(Nc2nc3ccccc3n2C)nc2ccccc21	42.8	-2.4%
COC(=O)CCCC1=CC2=CC(=O)C(C)(OC(=O)c3cccs3)C(=O)C2=CN1C1CCCCC1 (stereo unspecified)	16.4	-6.0%
Cc1cc(O)ccc1N1C(=O)c2cccc3cc([N+](=O)[O-])cc(c23)C1=O	7.6	5.2%
CC(C)(C)NC(=O)NC(=O)CSc1nncs1	-11.5	-0.3%
Clc1ccc(-n2nnc(-c3ncc[nH]3)n2)cc1Cl	.	2.1%
Cc1ccsc1/C=N/NC(=O)CSCc1ccc(Cl)cc1	4.4	-0.8%
O=C(OCc1nc2ccccc2[n+]([O-])c1C(=O)c1ccccc1)c1ccco1	-4.5	6.2%
C(=N\Nc1nc(-c2ccccc2)cs1)/c1cccnc1	3.8	-0.6%
Cc1ccc(NC(=O)C2CCN(S(=O)(=O)c3c(C)n[nH]c3C)CC2)nc1	-9.3	1.0%
Cc1cc(N2CCOCC2)n2nc(C)c(-c3ccccc3)c2n1	19.9	1.2%
COCCOC(=O)c1c(C)n(C)c2ccc(OC(=O)N(C)C)cc12	-3.1	1.5%
Cc1c(NC(=O)CN2C(=O)C(=O)c3ccccc32)c(=O)n(-c2ccccc2)n1C	5.1	-2.3%
CC1=NN(c2ccc(C)cc2C)C(=O)C1C(c1cccc(O)c1)C1C(=O)N(c2ccc(C)cc2C)N=C1C (stereo unspecified)	-7.1	0.1%
CCOC(=O)N1CCN(C(=O)c2ccc(OC(C)=O)cc2)CC1	-0.7	2.7%
COc1ccc(/C=N/NC(=O)C(=O)NCc2cccnc2)cc1OC	-3.7	-6.2%
O=C(NCCn1cc(SCc2ccccc2F)c2ccccc21)c1c(F)cccc1F	.	1.6%
CNS(=O)(=O)c1cnccc1N1CCN(C)CC1	-3.8	4.0%
COc1ccc(NS(=O)(=O)c2cccc(C(=O)N/N=C/c3ccc(O)cc3)c2)cc1	-9.9	8.1%
COC(=O)c1ccc(CSc2nnnn2-c2ccc(C)cc2C)o1	.	-4.2%
Cc1nc(NC(=O)C2CC2)sc1C(=O)N1CCCCC1	-8.8	-8.4%
CCn1cc(C2=NOC(C(=O)Nc3cc(OC)c(Cl)cc3OC)C2)c(C)n1 (stereo unspecified)	-13.5	2.3%
CCCn1c(SCC(=O)N2c3ccccc3Sc3ccccc32)nc2c1c(=O)n(C)c(=O)n2C	-8.2	5.0%
Cc1ncc(CN2CCN(Cc3ccccc3)C(CCO)C2)s1 (stereo unspecified)	.	2.4%
COc1ccc(-c2nnc(SCC(=O)N3c4ccccc4Sc4ccccc43)o2)cc1	-10.0	2.5%
CCCN(Cc1ccccc1)C(=S)Nc1ccc(SC(F)F)cc1	6.5	0.8%
Cc1cc2nnc(SCC(=O)N3CCN(c4ccccc4)CC3)n2c(N)n1	18.2	1.9%
C=CCC(=O)NC(C)c1cnn(-c2ccccc2C)c1C (stereo unspecified)	-9.1	5.5%
Nc1cc(N)nc(SCc2cc(=O)oc3cc4c(cc23)CCC4)n1	102.5	-2.8%
O=C(Nc1ccccc1Cl)c1cccc(NC(=O)C2C3CC4OC(=O)C2C4C3)c1 (stereo unspecified)	0.6	-2.0%
CC(Nc1nc(N2CCNCC2)nc2ccccc12)c1ccccc1 (stereo unspecified)	-4.5	-5.5%
CC(C)CCC1(CCNC(C)c2cccs2)CCOC(C)(C)C1 (stereo unspecified)	.	4.7%
COc1cc(CNC(C)(C)CO)ccc1OCC(=O)Nc1ccc(Br)cc1	8.7	-0.3%
COc1cc(/C=C(\C#N)C(=O)NCC2CCCO2)ccc1O (stereo unspecified)	10.4	-0.4%
c1nc(N2CCOCC2)c2c3c(sc2n1)CCCC3	7.5	-1.5%
COc1ccc(C2c3c(noc3C)CC(C)(O)C2C(C)=O)cc1 (stereo unspecified)	25.4	0.1%
CNC(=O)COC(=O)c1cc2c(s1)CCCC2	5.8	-3.5%
CCOC(=O)C1Cc2ccccc2C(=O)O1 (stereo unspecified)	17.8	5.6%
COc1ccc(NC(=O)C2CCCN2S(=O)(=O)c2cccc3cccnc23)c(OC)c1 (stereo unspecified)	.	3.5%
OCC1(Cc2ccccc2)CCCN(Cc2ccn[nH]2)C1 (stereo unspecified)	7.2	-5.6%
The list goes on.
SMILES	Mtb RmlCD inh	M. tuberculosis GlmU
COc1ccccc1CNC(=O)c1cc(-c2cccnc2)nc2ccccc12	2.6	-2.9%
COc1ccc(C(CC(=O)N2CCN(c3ccccc3)CC2)c2c(O)cc(OC)cc2OC)cc1 (stereo unspecified)	.	-0.2%
COc1ccc(/C=N/Nc2nnc(Cc3ccccc3)c(=O)[nH]2)cc1OC	-8.7	8.3%
CCCNC(=O)C(=O)NCc1ccccn1	6.1	-4.2%
CC1(C)CC(=O)c2cc(C(=O)NCc3ccco3)c(=O)n(-c3ccc(Cl)cc3)c2C1	7.3	-0.5%
O=C1CN(C(=O)COC(=O)c2oc3ccccc3c2COc2ccccc2)c2ccccc2N1	5.7	-2.9%
COc1ccc(COC(=O)c2n[nH]c3ccccc23)cc1F	-0.6	0.9%
O=C(/C=C/c1ccccc1O)c1ccc(Cl)cc1	-8.6	-4.4%
COc1ccc(C2=NN(C(=O)c3cccs3)C(c3ccccc3OC)C2)cc1OC (stereo unspecified)	-6.6	1.0%
Cc1nc2ccccc2c(=O)n1CCCn1ccnc1	-0.7	5.8%

2 of the compounds above, as comma-separated lines.
SMILES,Mtb RmlCD inh,M. tuberculosis GlmU
O=C1CN(C(=O)COC(=O)c2oc3ccccc3c2COc2ccccc2)c2ccccc2N1,5.7,-2.9%
COc1ccc(COC(=O)c2n[nH]c3ccccc23)cc1F,-0.6,0.9%

Additional entries:
SMILES	Mtb RmlCD inh	M. tuberculosis GlmU
O=C(NC1CC1)C1=C[C@@H](C2CCCCC2)C[C@@H](OCCCCO)O1	.	-3.6%
CNC(=O)COC(=O)c1cc2c(C)nn(-c3ccc(F)cc3)c2s1	-6.8	3.1%
COc1ccccc1-n1c(SCC(=O)NC2CCCC2)nc2cccnc21	13.4	4.7%
Clc1ccc(COn2nnc3ccccc32)c(Cl)c1	.	-6.2%
O=c1c(Oc2ccccc2F)coc2cc(OCc3cnn(-c4ccccc4)c3)ccc12	.	-3.2%
CC(C)(O)CNC(=O)Nc1ccc(Cl)c(Cl)c1	-6.0	9.4%
Cc1ccc(C(=O)NCCN2C3=NC[C@@H](Cc4ccccc4)N3C[C@H]2Cc2ccc(O)cc2)cc1Br	.	-10.5%
CCN(C(=O)Cc1c(C(=O)O)[nH]c2ccccc12)c1cc(OC)ccc1OC	-7.7	9.6%
CN(CCO)CC(O)Cn1cnc2c1c(=O)n(C)c(=O)n2C (stereo unspecified) (tested in a mixture with another compound)	.	-7.8%
CCc1cccc(CC)c1NC(=S)Nc1ccc2cn[nH]c2c1	-7.8	-2.9%
CCn1c(=O)cc(OCC(=O)N2CCCC2)c2ccccc21	5.2	-3.3%
O=c1c2ccccc2nc(SCCN2CCCCC2)n1CCc1ccccc1	-7.9	-10.6%
CCC1CCCCN1C(=O)CSc1nnc(CNC(=O)c2ccco2)o1 (stereo unspecified)	62.5	2.0%
Cn1c(SCc2c(F)cccc2Cl)nc2c(c1=O)SCC2	8.8	2.5%
N#Cc1ccc(CSc2nnc(-c3ccccn3)n2-c2ccccc2)cc1	.	-0.1%
O=C(CN1CCN(c2ccccn2)CC1)Nc1ccc(Cl)c(C(F)(F)F)c1	3.0	-2.2%
CC(C)CC(=O)Nc1ccccc1-c1nnn(CC(=O)N2CCc3ccccc3C2)n1	35.4	-5.4%
O=C(Nc1ccc(N2CCCC2)cc1)c1cccc(F)c1	-0.3	-5.2%
Cn1ncc2cc(NC(N)=S)ccc21	-2.2	-2.0%
N#CN(Cc1ccccc1)Cc1ccccc1	-8.4	6.7%
CCCC1(C(=O)OCC)NC(c2ccc(N(C)C)cc2)C2C(=O)N(c3ccc(OCC)cc3)C(=O)C21 (stereo unspecified)	.	-0.2%
CS(=O)(=O)N(Cc1ccccc1)c1ccc(C(=O)NCC2CCCO2)cc1 (stereo unspecified)	5.3	5.4%
O=c1cccc(-c2ccccc2)[nH]1	.	0.2%
O=C(CN1CCC(O)(c2cccc(F)c2)CC1)NCCc1c[nH]c2ccccc12	.	-8.5%
CCOC(=O)c1cc2n(c1C)-c1ccccc1C2=O	13.1	1.5%
CCCn1c2c(c(O)c(C(=O)Nc3ncccc3C)c1=O)CCCC2	-18.3	5.2%
